12-LOX inh = ALOX12 (human) lipoxygenase inhibition; P18054; purified 12hLO, xylenol orange hydroperoxide absorbance; Potency, µM (highest dose often 108 µM), without a hit: at the highest dose activity change, negative = inhibition, hits mostly inhibitors; actives 1.1% (n = 580,000); AID 1671190; active = well fitted inhibition curve with a large enough effect; inconclusive = small, poorly fitted or top-dose-only effect, or another doubt; inactive = no such curve, though single readings can be large or run the other way
Target sequence (P18054 whole entry, looked up): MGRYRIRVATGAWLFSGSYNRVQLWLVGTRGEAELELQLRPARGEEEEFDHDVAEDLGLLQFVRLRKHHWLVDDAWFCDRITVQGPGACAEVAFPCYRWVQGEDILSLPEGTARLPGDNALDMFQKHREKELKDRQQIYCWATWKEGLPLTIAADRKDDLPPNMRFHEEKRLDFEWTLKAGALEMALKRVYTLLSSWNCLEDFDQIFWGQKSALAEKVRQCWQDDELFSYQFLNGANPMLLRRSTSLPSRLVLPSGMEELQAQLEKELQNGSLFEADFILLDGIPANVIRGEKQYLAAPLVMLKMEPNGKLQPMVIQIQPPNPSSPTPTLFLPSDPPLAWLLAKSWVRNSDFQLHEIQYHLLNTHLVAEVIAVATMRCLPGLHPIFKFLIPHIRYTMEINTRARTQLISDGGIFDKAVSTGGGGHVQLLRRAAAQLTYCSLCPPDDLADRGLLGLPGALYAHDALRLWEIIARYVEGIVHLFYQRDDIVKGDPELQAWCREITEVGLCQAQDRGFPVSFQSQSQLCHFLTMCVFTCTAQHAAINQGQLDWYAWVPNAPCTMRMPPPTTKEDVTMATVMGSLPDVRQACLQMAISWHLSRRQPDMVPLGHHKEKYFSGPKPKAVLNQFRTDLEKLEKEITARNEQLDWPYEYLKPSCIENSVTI
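Purified human 12hLO at 150 nM in 25 mM Hepes, 0.01% Triton X-100, pH 7.0, preincubated 15 min at room temperature with compound. Reaction started with 40 uM arachidonic acid, 30 min at room temperature. Hydroperoxide measured by Fe-xylenol orange, 573/405 nm absorbance ratio.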
An asterisk follows results filed as active; ? = inconclusive; [ ] = dose if it differs, or a comment. % is scaled to controls: 0 for no effect and ±100 for the full control effect; potency is read from the fitted curve at half-maximal effect.

no. | smiles | 12-LOX inh
1 | Cn1cnc(S(=O)(=O)N2CCC3(CC2)CC(CC(=O)N2CCCC2)CCO3)c1 (stereo unspecified) | 6.8%
2 | COc1ccc(-c2nc(Cn3c(-c4cccc(Cl)c4)nc(C)c(CCO)c3=O)c(C)o2)cc1 | -8.3%
3 | Cc1ccccc1C(=O)N(C)[C@H]1C[C@H]2c3[nH]c4c(-c5ccc6c(c5)OCO6)cccc4c3CCN2C(=O)[C@H]1[C@H](C)O | 6.6%
4 | COCCNC(=O)C1CCCN1c1nc2ncccc2o1 (stereo unspecified) | -10.5%[176 µM]
5 | CC(C)CCNC1(Cc2cc(CN3CCOCC3)on2)COC1 | ?
6 | N#Cc1ccc(O[C@@H]2CCOC[C@H]2NC(=O)C2(N3CCCC3)CCCC2)cc1 | 45.2%[activator]
7 | C=CCNC(=O)CCc1c(C)nn(-c2ccccc2C)c1Oc1cccc(F)c1 | ?
8 | OCC1COCCN(Cc2csc(-c3ccc(C(F)(F)F)cc3)n2)C1 (stereo unspecified) | 1.0%
9 | O=C(c1ccc(N2CCCC(CO)C2)nc1)N1CCC(N2CCOCC2)CC1 (stereo unspecified) | -24.0%
10 | CC(C)(C)CC(=O)N1CCC2(CC1)OCC(C(=O)N1CCCC1)N2C(=O)c1ccc(F)cc1 (stereo unspecified) | 43.5%
11 | CCOc1ccc(C(=O)NC(C)C(=O)N2CCN(c3ccccn3)CC2)cc1 (stereo unspecified) | 15.8%
12 | COc1ccccc1-c1nc(-c2c(C)noc2C)cc2[nH]c(C)cc12 | -0.8%[176 µM]
13 | CN(C)c1ccc(C(=O)N2CCCN(c3cc(-c4ccc(F)cc4)[nH]n3)CC2)cc1 | 65.1%[activator]
14 | O=C(NCc1ccncc1)c1ccc2c(c1)OCCN(c1cccc(OC(F)(F)F)c1)C2 | -2.3%
15 | CS(=O)(=O)N1CCC(OC2CCN(C(=O)Nc3ccccc3Cl)CC2)CC1 | 40.9%[activator]
16 | O=C(CCc1conc1-c1ccccc1F)NCC1CCCCC1 | 11.4%
17 | O=C(CC1CCCN(c2cn[nH]c(=O)c2)C1)N1CCN(c2ccccc2)CC1 (stereo unspecified) | 45.6%
18 | COc1cccc(-c2cc3c(=O)n(CCNC(=O)c4ccc(C)cc4)ccn3n2)c1 | ?
19 | O=C(CCc1ccccc1Cl)N1CCn2nc(Cc3ccccc3)cc2C1 | 59.5%[activator]
20 | O=C(Nc1cnc(-c2ccc(F)cc2)nc1)c1ccco1 | 38.2%[activator]
21 | CN1CCCC2(C1)CN(Cc1cccnc1)c1ccc(C(=O)Nc3ccccc3)cc12 (stereo unspecified) | 15.3%[176 µM]
22 | CCN(CC)C(=O)[C@H]1CCC[C@H]1NC(=O)c1ccncc1 | 9.3%
23 | O=C(NC1CCCN(c2cc(-c3ccc(F)cc3)[nH]n2)C1)c1ccc2nc[nH]c2c1 (stereo unspecified) | 31.5%
24 | O=C(NCCCO)c1ccc(-c2ncc3cnc(-c4cccc(F)c4)cn23)cc1 | 2.0%[176 µM]
25 | O=C1Nc2ccc(-c3ccc(Cl)cc3)cc2C(=O)N2CCN(C(=O)c3ccccc3)C[C@H]12 | ?
26 | OCC1CN(Cc2ccc(C(F)(F)F)cc2)CC12CCNCC2 (stereo unspecified) | 13.6%
27 | CCOc1ccccc1NC(=O)N1CCC(N2CC3CC(C2)[C@H]2CCCC(=O)N2C3)CC1 (stereo partly specified) | 19.9%
28 | Cc1cccc(CNc2ncncc2-c2nc(-c3ccccc3)no2)c1 | 42.9%[activator]
29 | O=C(Nc1ccccc1F)N1CCc2nnc(C3CC3)n2CC1 | 20.8%
30 | Cc1ccc(C(=O)N2CCC3(CC2)C(=O)NCN3Cc2ccc(Cl)cc2)cc1 | ?
31 | O=C(CCC1CCN(S(=O)(=O)c2ccccc2)CC1)N1CCc2ccccc2C1 | -3.7%
32 | COc1cc(OC)cc(C(=O)N2C[C@@H](F)C[C@H]2C(=O)N2CCCCC2)c1 | 33.8%
33 | CC(C)(C)NC(=O)N1C[C@@H](Oc2cccnc2)C[C@H]1C(=O)N1CCCC1 | 34.9%[activator]
34 | O=C1CCN(S(=O)(=O)c2cccs2)CCCC(c2nc(-c3ccccc3)no2)CCN1 (stereo unspecified) | 10.1%
35 | COc1cccc(CC(=O)N2CCC(c3n[nH]c(=O)n3Cc3ccc(F)cc3)CC2)c1 | -0.7%
36 | CCN(CCCNC(=O)CC1=C2CCCCC2NC1=O)c1ccccc1 (stereo unspecified) | -1.1%
37 | CCOC(=O)C1=CCN(S(=O)(=O)c2ccccc2Cl)C1c1ccc(Cl)cc1 (stereo unspecified) | -10.5%
38 | CC(C)c1nccn1CCCNc1nc(-c2ccncc2)nc2c1cnn2C | 9.5%
39 | COc1cccc(CN2CCOC[C@H](Oc3ccc(S(C)(=O)=O)cc3)C2)c1 | 64.0%[activator][176 µM]
40 | CC(C)(C)NC(=O)Cn1nc2n(c1=O)CCN(Cc1cccc(Cl)c1)C2=O | -3.3%
41 | O=C(c1ccc(OC(F)F)cc1)N1C[C@H](CO)C[C@H](CN2CCCC2)C1 | 19.4%
42 | Cc1noc(C)c1[S+](=O)([O-])N1CCn2c(nnc2-c2ccccc2)C1 | 15.5%
43 | C[C@@H](NC(=O)c1cccn1C)c1onc(-c2cccnc2)c1C(=O)O | 4.9%[176 µM]
44 | O=C(CCCc1ccccc1)NC1CCN(C(=O)N2CC3CC(C2)[C@H]2CCCC(=O)N2C3)CC1 (stereo partly specified) | -1.5%
45 | Cc1cccc(C(=O)N2C[C@@H](CO)[C@H](c3ccccn3)C2)n1 | 54.6%[activator]
46 | COCCNC(=S)N(C)[C@H]1C[C@H]2c3[nH]c4ccccc4c3CCN2C[C@H]1[C@H](C)O | 2.4%
47 | Cc1ccc(CN2CCC3(CC2)CC(C(=O)N2CCOCC2)N(C)C3)s1 (stereo unspecified) | 72.5%[activator]
48 | C#CCNC(=O)C1CCc2nnc(CNC(=O)Nc3cccnc3)n21 (stereo unspecified) | 2.1%[6.33 µM]
49 | COc1ccccc1N1CCN(C(=O)Cn2c(C)cc3nc4n(c(=O)c32)CCCCC4)CC1 | 15.7%
50 | Cc1ccc(NC(=O)c2cc(-c3ccc[nH]3)n[nH]2)cc1 | ?
51 | COC[C@@H]1CN(c2cnccn2)C[C@H]1C(=O)Nc1ccc(OC)nc1 | 119.8%[activator]
52 | COc1ccc(NC(=O)[C@@H]2C[C@H](c3ccc(F)cc3)N([S+](=O)([O-])C3CC3)C2)cc1OC | -27.6%
53 | O=C([C@@H]1C[C@H](Oc2cccnc2)CN1C(=O)C1CC=CC1)N1CCOCC1 | 38.9%[activator]
54 | COc1cccc2ccc(-c3c(-c4ccccc4)ncn3CCNC(C)=O)nc12 | 0.9%
55 | CN1CCC(NC(=O)CCC[C@@H]2[C@H]3CCCN4CCC[C@@H](CN2C)[C@@H]34)CC1 | 43.2%[activator]
56 | CNS(=O)(=O)c1ccc(CN2CCCC3(C2)CN(C)C(=O)O3)cc1 (stereo unspecified) | 11.1%

In the list so far, three have a tert-butyl group:
no. | smiles | 12-LOX inh
10 | CC(C)(C)CC(=O)N1CCC2(CC1)OCC(C(=O)N1CCCC1)N2C(=O)c1ccc(F)cc1 (stereo unspecified) | 43.5%
33 | CC(C)(C)NC(=O)N1C[C@@H](Oc2cccnc2)C[C@H]1C(=O)N1CCCC1 | 34.9%[activator]
40 | CC(C)(C)NC(=O)Cn1nc2n(c1=O)CCN(Cc1cccc(Cl)c1)C2=O | -3.3%

Additional records.
no. | smiles | 12-LOX inh
57 | O=C(NCc1cccc(F)c1)N1CCc2nc3cc(-c4ccccc4)[nH]n3c(=O)c2C1 | 41.2%
58 | COc1ccc(F)c(CN2CCCC(O)(CN3CCC(C)CC3)C2=O)c1 (stereo unspecified) | 8.4%
59 | CN(C)C(=O)c1cccnc1OC1CCN(C(=O)c2ccc(F)cc2)C1 (stereo unspecified) | -5.3%
60 | O=C(c1ccc(Oc2ccccc2)cc1)N1CCC2OCCN(c3ccccc3)C(=O)C2C1 (stereo unspecified) | -20.9%
61 | CCCCCCCCN1C(=O)[C@@H](CC(=O)N2CCN(C(=O)c3ccco3)CC2)C[C@@]2(C(=O)OC)C1=C[C@H](COCc1ccccc1)O[C@@H]2C | -20.3%
62 | O=C(NCC(O)c1ccccc1C(F)(F)F)c1cccc(-n2cnnc2)c1 (stereo unspecified) | 24.3%
63 | O=C(NC1CCCCC1)N1CCC(Cc2nncn2CC2CC2)CC1 | 0.2%
64 | COc1ccc(F)cc1-c1ccccc1CN | 3.3%[12.5 µM]
65 | COC(=O)c1cc2c(c3c4cc(OC)ccc4n(S(=O)(=O)c4cccc(C)c4)c13)C(=O)N(Cc1ccc(N(C)C)cc1)C2 | ?
66 | COCC(=O)Nc1c(C(=O)OC)n(CCCc2ccccc2)c2ncc(NC(C)CCO)cc12 (stereo unspecified) | 20.7%
67 | CN(C)C(=O)N1CCN(C(=O)[C@H]2O[C@@H](n3ccc(N)nc3=O)[C@H](O)[C@@H]2O)CC1 | 6.9%
68 | COc1ccc(NC(=O)Cn2c(-c3ccc(F)cc3)nc(C)c(CCO)c2=O)cc1OC | 37.9%[activator]
69 | O=C(CCCC1C(=O)Nc2ccccc21)NCCc1noc(-c2ccccc2)n1 (stereo unspecified) | 6.4%
70 | Cc1ccccc1S(=O)(=O)N1CCCC(Cc2noc(-c3cnccn3)n2)C1 (stereo unspecified) | 37.3%
71 | O=C1CCN(C2CCCC2)CCOCCN1 | 50.4%[activator]
72 | CCNC(=O)[C@@H]1CCCN1[C@@H](C(=O)NC)c1ccccc1 | ?
73 | Cc1ccccc1OC1(C(=O)O)CCN(c2cncc(C(N)=O)n2)CC1 | 40.1%
74 | COCCn1c(=O)c2c(n1Cc1ccccc1)CN(Cc1ccc3c(c1)CCO3)CC2 | 2.8%[176 µM]
75 | CC(=O)N1CCC(C(NC(=O)c2ccccc2)C(=O)NCc2ccco2)CC1 (stereo unspecified) | 31.2%[activator]
76 | CCN(CC)C(=O)CC[C@@H]1CNC(=O)[C@@H]2C[C@H](NCc3ccccc3)CN12 | 30.1%[176 µM]
77 | COc1ccccc1NC(=O)N1CCCC(Cn2cnc3cccnc32)C1 (stereo unspecified) | 1.8%
78 | C#CCNC(=O)[C@H]1O[C@H](CCN(C)CCc2ccccc2)CC[C@@H]1O | 44.5%[activator][176 µM]
79 | COc1ccc(C(=O)N2CCC3(CC(c4cccc(C(F)(F)F)c4)=NO3)C2)cc1 (stereo unspecified) | 4.8%[6.33 µM]
80 | Cc1n[nH]c(C)c1C(NC(=O)c1c(C)nc2ccc(Cl)cn12)C(=O)O (stereo unspecified) | 12.4%
81 | NC(=O)[C@@H]1CCCN1CC[C@H]1CN(C(=O)NC2CCCCC2)CC[C@H]1CC(=O)O | ?
82 | COC[C@H]1C[C@@H](NC(=O)Nc2ccccc2)[C@H](O)[C@@H]1O | 48.2%[activator][176 µM]
83 | O=C1CCN(C(=O)c2cc(C3CC3)[nH]n2)CCCCCCN1 | 43.3%[activator]
84 | COc1ccc(-c2nnc([C@H]3CCN(C(=O)c4ccc(OC)c(OC)c4)C3)o2)cc1 | ?
85 | CN(C)c1ccc2ncc(Nc3ccccc3-c3ccccc3)n2n1 | -15.1%[176 µM]
86 | Fc1ccccc1-c1noc(-c2nc(C3CC3)no2)n1 | 63.4%[activator]
87 | COc1ccc(CCN2Cc3cc(NC(=O)Cc4ccc(F)cc4)ccc3OC(C)C2=O)cc1 (stereo unspecified) | 35.9%
88 | Cc1cc(C)n2ncc(C(=O)N3CCC(=O)N(CC4CC4)C(C(C)C)C3)c2n1 (stereo unspecified) | -5.5%
89 | Cc1cnc(C2CCC2)n1CCNC(=O)c1nccn1C | 4.8%
90 | Cc1ncc2n1C(=O)N(C1CCN(Cc3ccc(C(F)(F)F)cc3)CC1)C2 | ?
91 | CCn1cc(-c2cc(-c3ccccc3OC)nc3c(C)noc23)cn1 | 15.3%[176 µM]
92 | Cc1ccc(-c2noc([C@@H]3CCCN3C(=O)Cc3cccc(C)c3)n2)cc1 | -8.2%
93 | CC(C)CN1CCn2nc(CNC(=O)N3CCN(C)CC3)cc2C1 | 36.8%
94 | c1ccc2c(-c3cn(CC4CNCCO4)nn3)ccnc2c1 (stereo unspecified) | -12.6%
95 | O=C(c1ccc2ncccc2c1)N1CCC(N2CC3CC(C2)[C@H]2CCCC(=O)N2C3)CC1 (stereo partly specified) | 28.2%
96 | NC(=O)NCC(=O)N1CCC2(CCCN(CCCc3ccccc3)C2)C1 (stereo unspecified) | -8.5%

Among those listed so far, three contain a furan ring, fused or not:
no. | smiles | 12-LOX inh
20 | O=C(Nc1cnc(-c2ccc(F)cc2)nc1)c1ccco1 | 38.2%[activator]
61 | CCCCCCCCN1C(=O)[C@@H](CC(=O)N2CCN(C(=O)c3ccco3)CC2)C[C@@]2(C(=O)OC)C1=C[C@H](COCc1ccccc1)O[C@@H]2C | -20.3%
75 | CC(=O)N1CCC(C(NC(=O)c2ccccc2)C(=O)NCc2ccco2)CC1 (stereo unspecified) | 31.2%[activator]

Further entries
no. | smiles | 12-LOX inh
97 | O=C(CC[C@@H]1CNC(=O)[C@@H]2C[C@H](NCc3ccc(F)cc3)CN12)NCc1ccc(F)cc1 | 16.7%
98 | CN1CCC(C(=O)N2Cc3ccccc3CC3(CCCN(Cc4cccnc4)C3)C2)CC1 (stereo unspecified) | -1.0%[6.33 µM]
99 | CN1[C@@H](CCC(=O)NCc2ccco2)CNC(=O)[C@@H]2[C@H]1CCN2Cc1ccc(O)cc1 | 15.4%[176 µM]
100 | NC(N)=Nc1nc(CSCCC(N)=NS(N)(=O)=O)cs1 | ?
101 | COc1cncc(-c2cc(C(=O)NCc3cccnc3)c3c(c2)N(C)CCO3)c1 | 4.0%[176 µM]
102 | CCN(CC)c1ccc(C(=O)N2CCCC(n3cc(-c4nc(C)no4)nn3)C2)cc1 (stereo unspecified) | ?
103 | O=C(CN1CCN(c2ncccn2)CC1)N1CCC2(CCCNC2=O)C1 (stereo unspecified) | 38.7%[activator]
104 | COc1ccc(OC)c(NC(=O)Cn2c(-c3ccccc3)nc(C)c(CCO)c2=O)c1 | -0.4%

The list is partial; count on the stated rates, not on these rows.
